# MKP-3 inhibition: MKP-3 phosphatase inhibitors, primary screen, biochemical, rat enzyme, in vitro (AID 425) | recombinant MKP-3 phosphatase activity, fluorescence; higher % means a stronger effect | inhibition, % at 20 µM; hits with a dose series show IC50 in µM | actives 0.17% (n = 110,000); in the data active = inhibition above about 50%;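 note: plate controls were vehicle for no effect and reference inhibitor for full effect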
# Hsp70 displacement: Hsp70 inhibitors, probe displacement, primary screen, biochemical, fluorescence polarization (AID 583); Hsp70 fluorescence polarization probe displacement, mP; higher % means a stronger effect; displacement, % at 20 µM, or IC50 in µM where a hit was titrated; actives 0.06% (n = 140,000); in the data active = displacement above about 50%;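 note: plate controls were vehicle for no effect and reference ligand for full effect; a part of the inactive calls stands beside numbers as strong as those of hits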
# An asterisk follows results filed as active; . = not tested or not shown; & = joins results of further samples. Some of the compounds tested. The share of hits here may be higher or lower than overall.
structure | MKP-3 inhibition | Hsp70 displacement
Cn1cccc1CN1CCN(S(C)(=O)=O)CC1 | -2% | -2.6%
O=C(NNC(=O)c1ccco1)Nc1ccc(Cl)c(Cl)c1 | 0% | 1.7%
COc1ccccc1N1CCN(S(=O)(=O)c2cccc3nsnc23)CC1 | 9% | -3.3%
O=C(Nc1nc2ccc(S(=O)(=O)N3CCCCC3)cc2s1)C1CCCO1 (stereo not drawn) | -5% | 3.8%
N/C(=N\OC(=O)COc1ccccc1)c1ccc(Br)cc1 | -3% | 10%
Cc1nc2ccc(CCO)cc2s1 | -2% | 6.0%
O=C(NCCN1CCOCC1)[C@H](Cc1ccccc1)N1C(=O)c2ccccc2C1=O | 0% | -3.8%
COc1ccc(CCN(C(=O)c2ccccc2)C2=CC3CCC(C2)N3C)cc1OC (stereo not drawn) | 2%&3% | -2.7%&0.4%
CC1(C)Cc2c(sc3nc(SCCOc4ccccc4)n(Cc4ccccc4)c(=O)c23)CO1 | 2% | 8.1%
CC1=C(C(=O)OCC(C)C)C(c2cccc(F)c2)N2C(=O)C(C)SC2=N1 (stereo not drawn) | -8% | 0.3%
CCOC(=O)C1CCCN(c2c(Nc3cccc(C)c3)c(=O)c2=O)C1 (stereo not drawn) | -10% | 1.5%
CCCc1nnc(SCC(=O)N2CCCCC2C)n1CCCOC (stereo not drawn) | . | -4.7%
C/C(=N\OCC(=O)N/N=C/c1ccccc1O)c1cccs1 | 0% | -0.1%&4.7%
CCOc1ccc(NC(=O)/C(=C\c2ccccc2Cl)NC(=O)c2ccc(C)cc2)cc1 | 0% | -1.8%
CCNC(=O)NC(=O)C(C)Sc1nc2ccccc2n1CC(C)C (stereo not drawn) | . | 3.5%

# The list goes on:
structure | MKP-3 inhibition | Hsp70 displacement
CC(=O)N1CCN(C(=O)CC2OC(=O)c3ccccc32)CC1 (stereo not drawn) | . | 9.8%
COc1cc(-c2nc3nc(C)c(Br)cc3[nH]2)ccc1O | 1% | 3.5%
CC(=O)c1c(C)c2c(n1CCN(C)C)CCCC2 | -10% | 3.5%
Cc1cccc(NC(=O)CCCOc2ccccc2)c1C | 0% | 2.3%
CCCc1nc2sc3c(SCC(=O)NCc4ccco4)ncnc3c2c2c1CCC2 | 8% | 6.5%
COc1ccccc1NC(=O)Oc1ccc(C(C)=O)cc1 | . | 1.2%
CN(C)CCNC(=O)C(=O)NC(c1ccccc1)c1ccccc1 | 1% | 2.6%
O=C(O)CNC(=O)/C(=C\c1cccs1)NC(=O)c1ccccc1 | -5% | 9.9%
COc1ccc2cc(CN(C(=O)Nc3ccccc3OC)C3CCCC3)c(=O)[nH]c2c1 | -12% | 7.0%
CCCCn1nnc(NC(=O)Cc2ccc(Cl)cc2)n1 | -8% | 1.4%
Cn1c(CCNC(=O)c2ccccc2F)nnc1SCc1nc2ccccc2c(=O)[nH]1 | -5% | 5.4%
CCCCOc1ccc(S(N)(=O)=O)cc1 | -16% | -1.8%
COc1ccccc1N1CCN(/N=C(\C)c2ccc(F)cc2)CC1 | 0% | 6.8%
CCN(CC)S(=O)(=O)c1ccc(C(=O)Nc2ccc3c(c2)OCCO3)cc1 | -13% | 1.0%
CSC1=NCCN1C(=O)Cc1ccc(Cl)cc1 | -4% | 1.0%

# Given field by field: part of the list above.
CCCc1nc2sc3c(SCC(=O)NCc4ccco4)ncnc3c2c2c1CCC2
  MKP-3 inhibition: 8%; Hsp70 displacement: 6.5%
CCCCn1nnc(NC(=O)Cc2ccc(Cl)cc2)n1
  MKP-3 inhibition: -8%; Hsp70 displacement: 1.4%
CC(=O)c1c(C)c2c(n1CCN(C)C)CCCC2
  MKP-3 inhibition: -10%; Hsp70 displacement: 3.5%
CC(=O)N1CCN(C(=O)CC2OC(=O)c3ccccc32)CC1 (stereo not drawn)
  MKP-3 inhibition: .; Hsp70 displacement: 9.8%

# Next compounds
structure | MKP-3 inhibition | Hsp70 displacement
O=C(Nc1ccccc1F)c1ccncc1 | -10% | -2.5%
Cc1sc2nc(SCC(=O)NCCO)n(-c3ccccc3)c(=O)c2c1C | 1% | 1.4%
Cc1ccc(NC(=O)/C(C#N)=C2\NC(C)(C)Cc3ccccc32)cc1 | 1% | 7.0%
CCc1ccccc1N1C(=O)/C(=C/c2cc(C)n(C)c2C)C(=O)NC1=S | -5% | 4.3%
C=CCn1c(SCC(=O)c2cc(C)n(C(C)COC)c2C)nc2sc(C)c(C)c2c1=O (stereo not drawn) | 2% | -4.1%
CCCC(=O)Nc1ccc(NC(=O)c2cccc3c(Br)cccc23)cc1 | 4% | 1.8%
O=C(O)C1CCN(S(=O)(=O)/C=C/c2ccccc2)CC1 | . | 7.4%
CCN(CC)CCCNC(=O)c1cc(Cl)ccc1Cl | -2% | 1.2%
CCSc1nc(N2CCOCC2)c2c(c1C#N)CCCC2 | -4% | 4.6%
Oc1ccc2ccccc2c1C=NN1CCN(Cc2ccccc2Cl)CC1 | 2% | -1.8%
COc1cc(/C=C2\C(=O)N(c3ccc(S(N)(=O)=O)cc3)N=C2C)cc(Cl)c1OC(C)C | 0% | 0.5%
O=C1C(=O)N(CCN2CCOCC2)C(c2ccccn2)/C1=C(/O)c1ccc(Cl)cc1 (stereo not drawn) | -3% | -1.0%
Cc1nc2sccn2c1-c1csc(NCc2ccccc2)n1 | -4% | -1.4%
COc1cccc(C2C3=C(CC(C)(C)CC3=O)OC3=C2C(=O)CC(C)(C)C3)c1OCC(=O)O | 3% | -0.8%
O=C(O)CCCC(=O)Nc1cccc(-c2nc3ccccc3[nH]2)c1 | -6% | 3.7%

# Later entries.
structure | MKP-3 inhibition | Hsp70 displacement
CC(C)(C)NC(=O)c1ccc(COCC(F)(F)F)o1 | -6% | 3.9%
CCOCCCn1c(=NC(=O)c2ccc(OC)c(OC)c2)c(C#N)cc2c(=O)n3cccc(C)c3nc21 | . | -18%
CC(C)CCC(C(=O)O)C(C)CC(=O)NC1CCCCC1 (stereo not drawn) | -3% | -2.2%
Cc1cc(C)n(CCn2nc(C)cc2C)n1 | -10% | 3.4%
O=C(CCNc1ccc(Br)cc1)c1ccc([N+](=O)[O-])cc1 | 1% | -2.2%
O=C(NC1CCCCCC1)C1c2ccccc2C(=O)N1Cc1ccco1 (stereo not drawn) | 2% | 14%
CCn1c2ccccc2c2cc(/C=N/NC(=O)c3cccc(Br)c3)ccc21 | 3% | 2.8%
O=C(CSc1ccc2nnc(-c3cccc(F)c3)n2n1)NCC1CCCO1 (stereo not drawn) | 0% | 8.0%
CC1=C(C#N)C(c2cccnc2)C2=C(CCCC2=O)N1 (stereo not drawn) | . | 2.0%
COc1cc2c(cc1OC)-c1cc(OCc3cccnc3)nc(=O)n1CC2 | 1% | 1.9%
CCn1cnc2cc(NCc3ccc(OC)cc3)ccc21 | . | 1.1%
CCN(CC)S(=O)(=O)c1ccc(S(=O)(=O)Nc2ccc(C(=O)N3CCCC3)cc2)cc1 | -4% | -0.1%
COC(=O)CSc1nnc(CNc2ccc(OC)cc2)n1C | 4% | -3.8%
O/N=C\c1ccc2c(c1)OCCOCCOc1cc(/C=N/O)ccc1OCCOCCO2 | 1% | 2.4%
Nc1nnc(-c2ccc(F)cc2)s1 | -6% | -2.3%

# 3 compounds from above, ordered by the number in MKP-3 inhibition, falling.
structure | MKP-3 inhibition | Hsp70 displacement
O=C(CSc1ccc2nnc(-c3cccc(F)c3)n2n1)NCC1CCCO1 (stereo not drawn) | 0% | 8.0%
CC(C)CCC(C(=O)O)C(C)CC(=O)NC1CCCCC1 (stereo not drawn) | -3% | -2.2%
CC(C)(C)NC(=O)c1ccc(COCC(F)(F)F)o1 | -6% | 3.9%

# Next section:
structure | MKP-3 inhibition | Hsp70 displacement
CCCCC(=O)Nc1ccc(NC(=O)C(C)C)cn1 | 2% | -0.7%
CN(C)c1ccc(C(=O)NCC2CCCO2)cc1 (stereo not drawn) | . | 2.1%
CCCN(CCC)C(=O)c1ccccc1[N+](=O)[O-] | 2% | -3.4%
Cc1cc(C)nc(NS(=O)(=O)c2ccc(N/C=C\C(=O)c3ccc(Cl)cc3)cc2)n1 | 2% | -4.0%
O=C(CN1C(=O)c2ccc([N+](=O)[O-])cc2C1=O)Nc1ccc2ccccc2c1 | 4% | 3.6%
Cc1cc(C)cc(N2C(=O)N(c3ccccc3C)C3CS(=O)(=O)CC32)c1 (stereo not drawn) | 3% | 4.9%
COc1ccc(N2C(=O)NC(=O)/C(=C\c3c(OC)ccc4ccccc34)C2=O)cc1 | 2% | -3.6%
CCOc1ccc(Nc2oc(-c3ccccc3Cl)nc2C#N)cc1 | . | 5.2%
COc1ccccc1-n1c(SCC(=O)NC(C)(C)C)nc(O)c(Cc2ccccc2)c1=O | . | -5.4%
COc1cc(NC(=O)COc2cccc(C)c2)cc(OC)c1 | -3% | 4.2%
O=C(O)Cn1c(CC(=O)N2CCCC2)nc2ccccc21 | -6% | -3.6%
CC1Oc2ccccc2C=C1/C=C1\SC(=S)N(CCc2ccccc2)C1=O (stereo not drawn) | 1% | -0.4%
CCS(=O)(=O)NCC(c1cccnc1)N1CCN(c2ccccc2F)CC1 (stereo not drawn) | 1% | 3.1%
O=C(Cc1cccs1)N1CCCC(c2nc(-c3ccc(S(=O)(=O)N4CCCC4)cc3)no2)C1 (stereo not drawn) | -4% | -4.2%
Cn1c(=O)[nH]c(=O)c2c1nc(CN1CCN(c3ccc(F)cc3)CC1)n2CCCc1ccccc1 | 3% | -3.1%

# Further results.
structure | MKP-3 inhibition | Hsp70 displacement
O=C1OCCC1Sc1nnc(-c2ccc3c(c2)OCO3)n1-c1ccccc1 (stereo not drawn) | 3% | 2.1%
CCOc1ccc(N(CC(=O)NCCCOC)S(C)(=O)=O)cc1 | -6%&3% | 0.1%&2.0%
CCNC(=O)Nc1cc2nc(C)n(Cc3ccc(Br)cc3)c2nc1C | -8% | 0.0%
COCCNC(=O)c1ccc(N(C)S(=O)(=O)c2ccc(OC)c(OC)c2)cc1 | -5% | -0.6%
COC(=O)CCC(=O)Nc1ccc(S(=O)(=O)N2CCCCCC2)cc1 | -13% | 2.4%
Cc1cc(C)c2[nH]c(=O)c(C(c3nnnn3CC3CCCO3)N3CCC(C)CC3)cc2c1 (stereo not drawn) | -18% | -0.5%
CCOC(=O)C1=C(C)N=c2s/c(=C\c3cccc(OC)c3O)c(=O)n2C1c1ccccc1 (stereo not drawn) | 4% | 4.9%
CC1(C)CC(N=C(c2ccccc2)c2ccc(O)cc2O)CC(C)(C)N1 | 0% | -2.2%
CC(CC1C(C#N)=C(N)SC(N)=C1C#N)c1ccccc1 (stereo not drawn) | -3% | -27%
Cc1ccc(Cl)cc1N1CCN(Cc2nc3c(c(=O)[nH]c(=O)n3C)n2CCc2ccccc2)CC1 | . | -3.0%
COc1ccc(/C=C/C(=O)NCc2ccc(Cl)cc2Cl)cc1 | 0% | 3.2%
CCN(CC)C(=O)c1sc(NC(=O)c2ccc(OC)cc2)c(C(=O)OC)c1C | 0% | 2.2%
O=C(Nc1ccc(NC(=O)C2CC2)nc1)c1ccccn1 | -1% | 10%
CCOc1cccc(N2C(=O)CC(N(CCc3ccc(OC)c(OC)c3)C(=O)CC)C2=O)c1 (stereo not drawn) | -6% | -6.9%
Cc1cc(C)n(-c2c(F)c(F)c(CN3CCCCC3)c(F)c2F)n1 | -6% | -0.6%

# New compounds follow
structure | MKP-3 inhibition | Hsp70 displacement
CCC(=O)N1CCCc2cc(S(=O)(=O)N3CCN(c4ccccn4)CC3)ccc21 | -12% | 1.0%
CS(=O)(=O)c1ccc2nc(NC(=O)CN3CCCCCC3)sc2c1 | -20% | -3.7%
CC1CC(Nc2ccccc2)c2ccccc2N1C(=O)COc1ccc(Cl)cc1 (stereo not drawn) | 6% | 1.7%
O=C(NC1CCSC1=O)c1ccc(-c2ccccc2)cc1 (stereo not drawn) | 3% | -2.1%
CCOc1ccc(C2C3=C(CCCC3=O)Nc3nc(C(F)(F)F)nn32)cc1OC (stereo not drawn) | 1% | 2.9%
Cc1sc2ncnc(Oc3ccc(-n4ccnc4)cc3)c2c1C | -5% | -6.3%
Cc1ccc(C(=O)OCC(=O)Nc2ncc(C(F)(F)F)cc2Cl)cc1NC(=O)c1ccco1 | . | 6.3%
Cc1ccc2c(c1)NC(=O)C(CC(=O)NCCN(CC(C)C)CC(C)C)O2 (stereo not drawn) | -7% | -0.7%
O=c1c2cc(F)ccc2[nH]c(=S)n1CCCN1CCOCC1 | . | 1.1%
Cc1cc(NCCO)nc(N2CCOCC2)n1 | . | 1.5%
C/C(=N\NC(N)=S)C1=CC(C)(C)CCC1 | 3% | 3.7%
Cc1cc2c(c(=O)n1Cc1cccnc1)C(c1ccc(F)cc1)C(C#N)=C(N)O2 (stereo not drawn) | -1% | 2.5%
CCc1c(C)[nH]c2ccccc2c1=O | -14% | 1.4%
O=C(N/N=C/c1cccc(Br)c1)c1ccc(N2CCCC2=O)cc1 | -4% | 1.2%
CCOC(=O)N1CCN(C(=O)CSc2nnc(C3COc4ccccc4O3)o2)CC1 (stereo not drawn) | -3% | -2.6%

# Record cards (already shown). Order of screens: MKP-3 inhibition, Hsp70 displacement
# O=C(NC1CCSC1=O)c1ccc(-c2ccccc2)cc1 (stereo not drawn) is listed as 3%, -2.1%
# O=C(N/N=C/c1cccc(Br)c1)c1ccc(N2CCCC2=O)cc1 is listed as -4%, 1.2%

# The list continues:
structure | MKP-3 inhibition | Hsp70 displacement
COc1ccc(S(=O)(=O)N2CCC(C(N)=O)(N3CCCCC3)CC2)cc1 | 1% | -3.4%
Cc1oc(C(=O)O)cc1CSCc1ccoc1C(=O)O | -16%&0% | 7.4%&-2.7%
CCNc1oc(COc2ccccc2F)nc1C#N | 5% | 1.9%
COc1ccc(-c2nnc(NC(=O)c3ccc(F)cc3)s2)cc1OC | 1% | 3.3%

# Assay outcomes deposited in PubChem BioAssay by Sanford-Burnham Center for Chemical Genomics.
